# rCAG binder: molecules binding r(CAG) RNA repeats; inhibition, % at 3 µM; AID 651821; r(CAG) RNA repeat, TO-PRO-1 dye displacement fluorescence; actives 1.3% (n = 370,000);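 active = inhibition above the plate cutoff, the mean of all test compounds on that plate plus 3 SD, cut at about 35% in these data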;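 note: 0% = DMSO alone and 100% = 100 µM mitoxantrone as full dye displacement; higher means more dye released from RNA so lower well fluorescence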
# mABHD4 FP: inhibits mouse alpha/beta hydrolase domain 4; purified mABHD4, FP-Rh probe fluorescence polarization; inhibition, % at 8.92 µM; AID 720543; actives 0.54% (n = 370,000);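 active = inhibition exceeding the mean over every tested compound plus 3 SD, cut at about 30% in these data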;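 note: 0% = plate median of compound wells and 100% = S159A mutant with DMSO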
#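 Material: mouse ABHD4 enzyme, wild type; Benchmarks: S159A mutant high control, sample median low control; Buffer or medium: HEPES pH 7.0, NaCl, Pluronic buffer; Signal: fluorescence polarization; Read-out: percent inhibition of probe binding, normalized to plate controls; Timing: pre-incubation 45 min, probe exposure 60 min, at 25 °C; Dosing: 8.92 µM, single dose.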
# NPR2 activator: GC-B (human) receptor activation. HEK293-GC-B cells, CNP EC30, cGMP TR-FRET; 0% at EC30 CNP, 100% saturating CNP. P20594. activation, % at 10 µM. actives 0.11% (n = 370,000). AID 1920062;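 active = activation at 10 µM reaching about 35% in either raw or pattern-adjusted values, limit read from the data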
# LEDGF integ inh: blocks HIV-1 LEDGF/p75-dependent DNA integration; inhibition, % at 3.7 µM; actives 0.64% (n = 370,000); TR-FRET IN-LEDGF/p75 DNA integration, Eu/Cy5; AID 743269;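 active = inhibition above the screen-wide mean plus 3 SD, cut at about 13% in these data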;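 note: signal is the Cy5 over europium emission ratio at 671 and 618 nm; 0% = plate median of compound wells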
# SIAE inh: blocks human sialic acid acetylesterase. SIAE FP-Rh probe binding, fluorescence polarization. inhibition, % at 9.66 µM. actives 0.69% (n = 370,000). AID 1053197;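 active = inhibition above a cutoff: mean of compounds within the control limits plus 3 SD of those, cut at about 17% in these data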;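 note: 0% = plate median of compound wells and 100% = probe without SIAE protein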
# HTRA1 inh: blocks human HTRA1 serine peptidase; inhibition, % at 5.96 µM; actives 0.5% (n = 340,000); recombinant HTRA1, FP-rhodamine activity-based probe, fluorescence polarization; Q92743; AID 504803; in the data active = inhibition above about 36%;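 note: 0% = enzyme with DMSO and 100% = wells lacking enzyme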
# PRMT1 inh: inhibitors of human PRMT1; Q99873; recombinant PRMT1, activity-based probe fluorescence polarization; inhibition, % at 2.79 µM; actives 1.3% (n = 370,000); AID 652257;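 active = inhibition above about 21% made by adding two undisclosed values, limit read from the data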
# TDP2 absorb: TDP2 (human) inhibition, absorbance primary screen. AID 720702. recombinant TDP2, T5PNP hydrolysis, p-nitrophenol absorbance 415 nm. actives 0.34% (n = 370,000). O95551. inhibition, % at 12.8 µM;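 active = inhibition above the mean of all tested compounds plus 3 SD, set per campaign, cut at about 25% in these data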;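 note: 0% = DMSO with enzyme and 100% = buffer with substrate but no TDP2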
# Target sequence (O95551 whole entry, looked up): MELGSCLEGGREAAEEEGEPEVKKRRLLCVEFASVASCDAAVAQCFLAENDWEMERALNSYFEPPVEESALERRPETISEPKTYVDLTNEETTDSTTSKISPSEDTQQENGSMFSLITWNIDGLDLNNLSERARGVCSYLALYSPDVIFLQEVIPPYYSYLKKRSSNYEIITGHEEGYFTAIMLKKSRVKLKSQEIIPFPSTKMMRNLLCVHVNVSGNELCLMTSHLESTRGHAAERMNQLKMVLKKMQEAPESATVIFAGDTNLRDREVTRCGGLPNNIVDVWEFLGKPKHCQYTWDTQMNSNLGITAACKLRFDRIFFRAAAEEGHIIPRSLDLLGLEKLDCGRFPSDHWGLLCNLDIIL
#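 Test system: Human TDP2 enzyme | Reagent: 5 mM T5PNP | Compound dosing: 12.8 µM single point, 1% DMSO | Incubation: Enzyme reaction with compound for 2 h at 37 °C | Technique: p-Nitrophenol epi absorbance | Read-out: % inhibition relative to enzyme-containing and enzyme-free wells | Benchmarks: High control without enzyme, low control DMSO plus TDP2 | Replicates: Singlicate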
# TCR-CD3 inh: inhibitors of human TCR-CD3 interaction | TAMRA-labeled TCR probe fluorescence, biochemical | actives 0.37% (n = 360,000) | inhibition, % at 9.4 µM | AID 651800; in the data active = inhibition above about 19%;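 note: recombinant mutant TCR 2C K166C tagged with TAMRA read by polarization; 0% = receptor in buffer alone and 100% = receptor with positive control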
# MBD2 inh: blocks human MBD2 binding to methylated DNA; actives 0.31% (n = 370,000); inhibition, % at 4.4 µM; TR-FRET, MBD2 binding to methylated oligonucleotide; in the data active = inhibition above about 13%
# Target sequence (Q9UBB5 whole entry, looked up): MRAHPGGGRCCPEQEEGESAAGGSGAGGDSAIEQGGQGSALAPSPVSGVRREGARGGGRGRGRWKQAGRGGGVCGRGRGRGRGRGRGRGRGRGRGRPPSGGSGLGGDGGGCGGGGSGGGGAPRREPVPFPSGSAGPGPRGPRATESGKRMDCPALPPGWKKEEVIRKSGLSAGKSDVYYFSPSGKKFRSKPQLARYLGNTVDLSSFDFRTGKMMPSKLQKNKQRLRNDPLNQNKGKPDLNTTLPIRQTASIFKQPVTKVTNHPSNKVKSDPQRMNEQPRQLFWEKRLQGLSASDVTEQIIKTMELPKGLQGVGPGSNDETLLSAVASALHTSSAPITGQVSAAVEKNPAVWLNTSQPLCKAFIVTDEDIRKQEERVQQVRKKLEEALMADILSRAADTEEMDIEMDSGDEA
# Active calls of the source: *; nt = no result given. These rows are one share of the data (hit frequency here may not be typical).
# Values run as follows: rCAG binder, PRMT1 inh, TDP2 absorb, NPR2 activator, SIAE inh, LEDGF integ inh, mABHD4 FP, TCR-CD3 inh, HTRA1 inh, MBD2 inh
CCO[C@@H]1OC(C(=O)N2CCN(Cc3ccccc3)CC2)=C[C@H](c2ccc(C(F)(F)F)cc2)[C@H]1CCCO
    -7.6, 0.4, -16.3, -4.6, -8.6, -1.3, 4.1, 3.7, -16.7, 0.4
CC(C)C(=O)Nc1cccc(C(=O)Nc2nnc(C(C)C)s2)c1
    -3.0, 0.9, 9.3, 2.2, -2.0, -1.5, 0.4, -6.2, 3.2, 5.2
CCN(CC)C(=O)/C(NC(=O)c1ccccc1)=C(/Sc1ncccn1)c1ccccc1
    -2.5, 4.2, 4.0, 4.8, -5.8, -1.0, -1.7, 1.1, -4.3, 0.6
COc1cccc(C2c3cc4c(cc3OC(C)(N3CCCC3)C2C)OCO4)c1O (stereo unspecified)
    0.8, 1.0, 7.9, -13.3, 8.7, -1.7, 4.0, -2.5, 2.2, 2.4
COc1cc(Cl)c(C)cc1NC(=O)CC1SC(N2CCOCC2)=NC1=O (stereo unspecified)
    -0.4, -3.4, 11.2, -1.7, -0.8, 5.8, -0.5, 3.2, 1.9, 0.9
NC(=O)C1CCN(c2nc(-c3cc4ccccc4o3)cs2)CC1
    9.3, 9.3, 2.8, -4.7, -8.3, 0.6, 6.0, -3.5, -2.9, 0.1
CN(C)c1ccc(NC(=O)C(=O)C2C(=O)Nc3ccccc32)cc1 (stereo unspecified)
    -1.8, -2.7, -0.4, 0.8, 7.8, -2.3, 1.7, 3.6, 1.4, 3.6
CCn1c2ccccc2c2nnc(SCC(=O)Nc3c(C)n(C)n(-c4ccccc4)c3=O)nc21
    3.1, -1.4, -9.9, -4.5, 1.1, -4.8, 5.9, 5.6, 0.2, -11.7
COc1ccccc1NC(=S)NCc1ccco1
    0.6, -2.2, 1.1, 3.9, 3.4, 4.7, 4.1, 4.5, 2.4, -0.2
Cc1ccc(S(=O)(=O)c2c(C)nn(-c3ccccc3)c2OC(=O)c2ccc(Br)o2)cc1
    1.4, 0.4, -4.4, 4.9, 5.9, 1.4, -6.4, -9.3, 1.6, 6.5
CCCc1[nH]nc2c1C(c1ccc(O)c(OC)c1)C(C#N)=C(N)O2 (stereo unspecified)
    -2.1, 0.2, 7.0, -4.1, 9.2, -4.2, 4.2, -4.8, -1.7, -1.0
COC(=O)CCC(NS(=O)(=O)OCC(Cl)(Cl)Cl)c1ccccc1 (stereo unspecified)
    -3.5, -0.6, -5.0, 1.6, -0.4, 1.7, 0.2, 8.8, -6.7, 1.6
O=C(Nc1ccccc1Cl)c1cc(C2CCCN(C(=O)OCCF)C2)on1 (stereo unspecified)
    0.9, 0.7, -5.7, -0.3, 7.2, -2.4, -2.1, 2.1, nt, -1.9
COC(=O)c1ccccc1OCCOCCOc1cccc2cccnc12
    -5.2, -3.5, -1.0, 4.8, 0.7, 0.0, -5.0, -0.1, 2.9, -4.5
FC(F)(F)c1cnc(C(c2ccccc2)c2ncn[nH]2)c(Cl)c1 (stereo unspecified)
    -1.8, -0.1, 5.9, -4.6, -1.6, -2.8, 3.0, -0.5, -0.5, -2.1
CCS(=O)(=O)N1CCCC(C(=O)NCCN2CCC(Cc3ccccc3)CC2)C1 (stereo unspecified)
    0.7, 5.1, -14.6, 2.3, -10.2, 3.6, -22.4, -1.8, 9.9, 6.9
CN1CCN(C(=O)c2cccc(COc3cc(Cl)ccc3Cl)c2)CC1
    -4.2, -2.6, -17.1, 3.3, -6.2, 6.8, -5.0, 3.9, 2.4, -8.4
CCN(CC)CC(=O)Nc1sc2c(c1C(=O)c1ccccc1C)CCC2
    -0.1, 4.3, -1.7, 0.7, -1.7, -4.4, -4.6, -2.9, 1.7, 3.8
COc1ccc(C(=O)NCCCn2nc(C)cc2C)cc1S(=O)(=O)N1CCOCC1
    0.2, 0.1, 3.9, 2.3, -10.5, 0.3, 3.1, -6.4, 5.5, 0.7
O=C(COc1ccc2c(c1)oc(=O)c1ccccc12)NC(Cc1ccc(Cl)cc1)C(=O)O (stereo unspecified)
    55.9*, 1.0, 5.4, 2.2, -11.2, -0.7, -9.3, 8.0, -8.9, -3.8
Cn1c(-c2ccc(Cl)nc2)nc2cc(Cl)ccc21
    1.6, 3.3, -10.2, 7.2, 1.1, -2.6, -2.9, 2.6, 1.8, 0.0
Cn1cnc(S(=O)(=O)N2CCN(c3ccc(F)cc3)CC2)c1
    -5.0, 0.4, -3.0, 2.2, -0.8, -0.8, 0.7, -2.7, nt, 4.0
CCc1ccc(NC(=O)CC2C(=O)N(c3ccc(OC)cc3)C(=O)N2CCOC)cc1 (stereo unspecified)
    -5.9, 3.5, -4.4, 2.0, 1.5, -2.9, -0.1, 3.9, -1.8, 5.8
CCc1nc2c(OCC(N)=O)cccn2c1N(C)C(=O)C(C)C
    2.4, 0.6, 10.9, 2.0, 2.0, 2.0, 0.5, 3.9, nt, -4.4
CC(C)=CC(=O)OCc1csc(CC(=O)Nc2ccccc2C)n1
    -5.1, 2.3, 0.3, -0.4, -2.0, -3.6, 5.0, -2.5, -1.9, -0.8
O=C(Cc1csc(N2CCOCC2)n1)N/N=C/c1ccc(Cl)cc1Cl
    1.0, -2.3, -8.0, -8.7, 2.6, -1.7, 6.5, 0.7, -7.6, -2.6
O=C(NC1CCCCCCC1O)c1ccccc1 (stereo unspecified)
    -1.0, -3.1, 1.1, -0.1, -2.6, 4.7, -2.0, -3.4, -2.1, 1.4
Cc1cc(Br)ccc1OCC(=O)NNC(=O)c1ccc(NC(=O)C2CC2)cc1
    0.8, -1.1, -0.2, -1.2, 1.2, 0.6, -4.2, 4.0, -7.5, 5.7
Clc1ccc(C2[C@H]3CN(Cc4cccnc4)[C@H](c4ccccc4)C34CC2(c2ccccc2)C4)cn1 (stereo partly specified)
    7.1, 0.8, 7.9, -7.4, -5.4, 0.2, 6.9, 4.1, -35.4, 6.1
COC(=O)CSc1nc(N)c(C#N)c(CC(C)C)c1C#N
    -0.9, -2.4, -12.4, -2.8, 0.2, 4.0, -16.0, -5.8, -6.7, -2.1
COc1ccc(N2CCN(S(=O)(=O)c3ccc4c(c3)OCCO4)CC2)cc1
    -0.5, -5.2, -11.5, -2.2, -11.7, 9.8, -13.4, -5.1, 0.8, -3.9
CCN(CC(=O)NCc1ccc(Cl)cc1)C(=O)CCOc1ccccc1C
    -8.4, 0.2, -3.7, -0.7, -2.2, 1.4, 4.2, -0.6, -4.4, 0.8
COC(=O)C1C(=O)C2=C(CC1C)NC(C)=C(C(=O)OCc1ccc(OC)cc1)C2c1ccc(C)o1 (stereo unspecified)
    0.1, 2.1, -8.7, 6.3, 2.5, -1.6, -19.5, 2.0, -14.0, -0.7
CN(C)S(=O)(=O)c1cccc(NC(=O)CN2C(=O)NC3(CCc4ccccc4C3)C2=O)c1 (stereo unspecified)
    4.6, 0.0, 1.1, -1.0, -2.7, 0.3, -6.3, 5.8, -7.1, -4.1
CC(=O)NNc1nc(-c2ccc(NC(C)=O)cc2)cs1
    1.6, 1.6, -1.2, -0.3, -1.3, -2.9, 10.0, 4.9, -0.2, -2.5
CCOC(=O)C1CCN(c2cc(=O)n(Cc3ccc(F)cc3)c(=O)[nH]2)CC1
    1.5, -1.4, 0.1, 0.7, -0.2, 0.5, -1.5, -4.5, 4.0, 0.9
CS(=O)(=O)c1cccc(S(=O)(=O)N2CCCCCC2)c1
    -1.6, 4.2, -8.0, -9.6, -2.6, -3.3, -17.6, 0.1, 0.0, 10.6
C[C@H](CCC(=O)NCC(=O)O)[C@H]1CC[C@H]2C3[C@H](O)C[C@@H]4C[C@H](O)CC[C@]4(C)[C@H]3C[C@H](O)[C@]12C (stereo partly specified)
    22.8, 0.6, -6.8, 1.2, -4.8, 2.7, -2.1, 10.5, 0.4, -3.6
CC1Cc2ccccc2N1C(=O)COC(=O)c1ccccc1NCCO (stereo unspecified)
    -0.7, 4.2, -2.6, 0.8, 7.8, -0.5, -1.9, -5.0, -6.1, 8.0
COC(=O)Nc1ccc(C)c(NC(=O)OC)c1
    1.0, -0.3, 1.9, -3.1, -1.6, 0.6, 0.8, 3.6, 2.9, -0.2
COc1ccc(CNC(=O)CCC2N=C3c4ccccc4N=C(SCC(=O)NCC4CCCO4)N3C2=O)cc1 (stereo unspecified)
    -1.8, 0.3, 12.6, 4.1, 5.0, 3.0, 0.5, -1.6, 3.0, 0.5

# 5 compounds already listed, ordered by SMILES length, falling:
# Values run as follows: rCAG binder, PRMT1 inh, TDP2 absorb, NPR2 activator, SIAE inh, LEDGF integ inh, mABHD4 FP, TCR-CD3 inh, HTRA1 inh, MBD2 inh
C[C@H](CCC(=O)NCC(=O)O)[C@H]1CC[C@H]2C3[C@H](O)C[C@@H]4C[C@H](O)CC[C@]4(C)[C@H]3C[C@H](O)[C@]12C (stereo partly specified)
    22.8, 0.6, -6.8, 1.2, -4.8, 2.7, -2.1, 10.5, 0.4, -3.6
COc1ccc(CNC(=O)CCC2N=C3c4ccccc4N=C(SCC(=O)NCC4CCCO4)N3C2=O)cc1 (stereo unspecified)
    -1.8, 0.3, 12.6, 4.1, 5.0, 3.0, 0.5, -1.6, 3.0, 0.5
CCOC(=O)C1CCN(c2cc(=O)n(Cc3ccc(F)cc3)c(=O)[nH]2)CC1
    1.5, -1.4, 0.1, 0.7, -0.2, 0.5, -1.5, -4.5, 4.0, 0.9
COc1ccc(N2CCN(S(=O)(=O)c3ccc4c(c3)OCCO4)CC2)cc1
    -0.5, -5.2, -11.5, -2.2, -11.7, 9.8, -13.4, -5.1, 0.8, -3.9
CC(=O)NNc1nc(-c2ccc(NC(C)=O)cc2)cs1
    1.6, 1.6, -1.2, -0.3, -1.3, -2.9, 10.0, 4.9, -0.2, -2.5
